Assay outcomes from PubChem.
Furin inh – human furin inhibitors, primary screen, biochemical, fluorescence intensity; P09958; purified furin, fluorogenic substrate cleavage; inhibition, % at 30 µM; 220,000 tested, 0.061% active; in the data active means inhibition above about 25%; further: inactives centre near -15
Calpain2 inh – inhibitors of pig calpain II, primary screen, biochemical, fluorogenic peptide substrate, 1536-well | inhibition, % at 16 µM | 220,000 tested, 0.37% active | purified calpain II, 30 min;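 active means inhibition above about 50%, limit read from the data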
Rad51 HR inh – human RAD51 strand exchange inhibitors, primary screen, biochemical, fluorescence. 200,000 tested, 0.085% active. AID 1385, 2008. hRad51 DNA strand exchange, fluorescence dequenching. inhibition, % at 10 µM;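 active means inhibition above 40% at the single screening dose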;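 further: 0% = DMSO control wells and 100% = blanks with heterologous ssDNA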
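Material: Human Rad51 nucleoprotein filaments preassembled on unlabelled ssDNA | Also added: Labelled 47-mer dsDNA for strand exchange | Dosing: Single dose, 10 µM final compound | Schedule: 30-min compound preincubation and 15-min exchange, both room temperature | Technique: Fluorescence dequenching at 485/520 nm | Measure: Percent inhibition relative to plate controls and blanks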
hK5 inh – human KLK5 protease inhibitors, primary screen, biochemical, 1536-well; recombinant hK5, fluorogenic AMC substrate cleavage; Kallikrein-5 (Homo sapiens), Q9Y337; AID 873, 2007; inhibition, % at 5 µM; 210,000 tested, 0.59% active;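 active means inhibition of 40% or more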;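 further: 0% = enzyme controls without compound and 100% = no-enzyme blanks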
Cl transport mod – KCC2 cotransporter modulators, thallium flux, primary screen, cell-based, HEK293 KCC2, FluoZin-2 fluorescence, MLSMR; KCC2 cells, thallium flux FluoZin-2 fluorescence; B-score of Tl+ flux slope (higher = more flux/activation; lower = inhibition) at 10 µM; 190,000 tested, 2.2% active;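 active means thallium flux slope and its plate-corrected score both differing from the plate sample mean at a set confidence after two filtering rounds, in either direction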;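 further: slope of fluorescence scaled to starting intensity during 10 to 20 s after thallium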
thrombin 1536 – human alpha-thrombin inhibitors, primary screen, counter-screen for coagulation protease inhibitor project, biochemical, 1536-well, fluorogenic AMC substrate; Prothrombin (Homo sapiens), P00734; Boc-VPR-AMC fluorogenic substrate cleavage; inhibition, % at 5 µM; 220,000 tested, 0.26% active; AID 1046, 2008;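 active means inhibition at or above 40%; inactive means inhibition below 40%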;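 further: 0% = enzyme with no compound and 100% = wells without enzyme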
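Material: human alpha-thrombin protein; Also added: Boc-VPR-AMC substrate, 15 µM final; Timing: enzyme reaction carried out at room temperature; Signal: fluorescence, ex 355 nm, em 460 nm; Measure: % inhibition of thrombin; Controls: enzyme without compound as high, wells lacking enzyme as low.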
FXIIa inh 1536 – human FXIIa protease inhibitors, primary screen, biochemical, 1536-well; 220,000 tested, 0.3% active; inhibition, % at 5 µM; Coagulation factor XII (Homo sapiens), P00748; purified FXIIa, Boc-QGR-AMC fluorogenic substrate, 2 h; AID 800, 2007; in the data active means inhibition above about 40%;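 further: 0% = enzyme with no compound and 100% = blank without enzyme; many of its hits are not listed in these tables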
FXIa inh 1536 – human FXIa protease inhibitors, primary screen, biochemical, 1536-well; 220,000 tested, 0.14% active; purified FXIa, Boc-Glu-Ala-Arg-AMC fluorogenic substrate; Coagulation factor XI (Homo sapiens), P03951; inhibition, % at 5 µM; AID 798, 2007;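 active means inhibition of at least 40%; inactive means inhibition below 40%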;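 further: fluorescence of freed AMC excited at 355 nm; 0% = enzyme without compound and 100% = no enzyme blank; many of its hits are not listed in these tables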
PERK inhibitor – block of dimerizer-induced PERK translation repression, primary screen, PERK inhibitor project, CHO PERK-DD cells, SEAP luminescence, HTS; inhibition, % at 5.6 µM; 220,000 tested, 0.17% active; CHO PERK-DD fusion, SEAP luminescence translation reporter; Eukaryotic translation initiation factor 2-alpha kinase 3 (Homo sapiens), Q9NZJ5;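 active means inhibition above the mean inhibition of all tested compounds plus 3 SD, set separately per screening campaign, cut at about 2.9% in these data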;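 further: PERK kinase domain activated by AP20187 dimerizer at 100 nM; 0% = DMSO with dimerizer and 100% = rapamycin at 8.4 µM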
Target sequence (Q9NZJ5 whole entry, looked up, the tested form may be a part): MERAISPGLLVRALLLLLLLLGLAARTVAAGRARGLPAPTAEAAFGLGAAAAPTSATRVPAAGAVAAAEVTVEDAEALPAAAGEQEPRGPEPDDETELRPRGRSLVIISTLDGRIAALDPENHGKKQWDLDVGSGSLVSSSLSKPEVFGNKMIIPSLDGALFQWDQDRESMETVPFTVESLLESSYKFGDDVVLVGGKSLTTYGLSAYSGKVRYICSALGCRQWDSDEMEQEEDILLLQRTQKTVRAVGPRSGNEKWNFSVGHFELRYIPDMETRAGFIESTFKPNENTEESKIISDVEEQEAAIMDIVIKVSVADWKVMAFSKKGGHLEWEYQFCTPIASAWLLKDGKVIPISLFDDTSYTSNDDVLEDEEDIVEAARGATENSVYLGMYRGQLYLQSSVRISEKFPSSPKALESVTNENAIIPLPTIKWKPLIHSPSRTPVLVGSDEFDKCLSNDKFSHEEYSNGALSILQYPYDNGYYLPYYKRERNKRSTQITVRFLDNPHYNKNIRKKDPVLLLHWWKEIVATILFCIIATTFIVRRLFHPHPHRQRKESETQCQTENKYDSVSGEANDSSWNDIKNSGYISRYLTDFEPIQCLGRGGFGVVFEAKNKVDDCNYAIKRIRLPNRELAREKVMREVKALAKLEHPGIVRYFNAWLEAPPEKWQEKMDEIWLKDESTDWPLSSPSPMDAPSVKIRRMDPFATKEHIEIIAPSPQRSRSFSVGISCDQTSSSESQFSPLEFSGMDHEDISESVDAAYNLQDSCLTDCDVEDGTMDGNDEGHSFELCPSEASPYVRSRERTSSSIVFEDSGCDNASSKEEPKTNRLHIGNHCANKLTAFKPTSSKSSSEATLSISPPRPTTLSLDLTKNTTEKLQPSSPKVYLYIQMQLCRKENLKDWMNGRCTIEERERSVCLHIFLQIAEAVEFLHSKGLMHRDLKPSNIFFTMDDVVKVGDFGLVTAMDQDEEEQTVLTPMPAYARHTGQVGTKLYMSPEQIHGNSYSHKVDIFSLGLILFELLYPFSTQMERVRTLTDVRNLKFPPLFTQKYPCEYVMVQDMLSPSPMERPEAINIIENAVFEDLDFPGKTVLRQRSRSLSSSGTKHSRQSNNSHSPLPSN
Starred values were filed as active, the others as inactive; i = inactive; nt = not tested or not shown; [ ] = another dose, or the depositor's remark. Only part of the results is shown. The share of hits here may be higher or lower than overall.

compound	Furin inh	Calpain2 inh	Rad51 HR inh	hK5 inh	Cl transport mod	thrombin 1536	FXIIa inh 1536	FXIa inh 1536	PERK inhibitor
CCCSc1ccc2nc(-c3ccccc3)cn2c1	-11.1	-3.0	8.9	-15.5	0.245	-2.5	6.9	2.8	-0.1
CCC(C)NC(=O)C1CCN(c2nc(OC)nc(OC)n2)CC1 (stereo unspecified)	-8.9[20 µM]	-19.6	2.8	-8.1	-0.0755	0.7	12.7	3.8	1.2
CN(C)C(CNS(=O)(=O)c1ccc(Cl)cc1)c1cccnc1 (stereo unspecified)	-3.9	-14.5	-8.5	-3.0	-0.0803	1.0	15.7	5.3	0.7
CCCCn1c(-c2ccncc2)nc2c1c(=O)[nH]c(=O)n2CC(C)C	-15.2[20 µM]	-29.1	3.5	-0.5	-0.313	0.0	18.3	5.8	0.9
OCC1(c2cc(C(F)(F)F)n[nH]2)CCCCC1	-16.4	-46.2	-3.7	-15.3	nt	-6.6	14.8	0.2	2.2
Cc1nc2ccccc2nc1CN1CCN(Cc2ccc(F)c(F)c2)C(CCO)C1 (stereo unspecified)	-14.5	-20.7	7.7	nt	nt	0.6	12.8	2.8	0.5
Cc1cccc(C(=O)NC2CC3CCCC(C2)N3S(=O)(=O)c2ccccc2)c1 (stereo unspecified)	-2.6[20 µM]	-24.2	nt	-2.7	-0.624	-3.7	7.2	0.4	-1.1
COc1ccccc1C(=O)Nc1cccc(N(C)S(C)(=O)=O)c1	-22.8[20 µM]	3.1	-2.4	-19.9	0.391	4.7	12.1	7.1	-1.0
Cc1cc(C(=O)Nc2cccc(C(=O)O)c2)oc1C	-30.2	8.5	-12.0	12.8	1.08	-4.7	-10.6	-9.1	-0.1
CCCCC(c1nnnn1CC1CCCO1)N1CCN(c2ccccc2)CC1 (stereo unspecified)	-27.3	0.3	-7.5	-1.4	-0.648	0.2	1.2	3.1	-0.2
CCOc1ccc2ccccc2c1CNCCN1CCOCC1	-25.5	-2.6	-9.0	-4.7	0.403	-3.7	-14.3	-21.0	0.1
O=C(CSc1ccccn1)Nc1ccc2c(c1)oc1ccccc12	-23.9	0.6	-32.4	-14.8	-0.57	-6.8	6.7	1.3	0.8
Cc1sc2ncnc(NC(C)C(=O)O)c2c1C (stereo unspecified)	-17.8	-19.0	22.7	0.6	nt	-12.7	8.3	0.0	1.2
Cc1nnc(Sc2cc(C(=O)NC3CC3)c3ccccc3n2)s1	-16.6	-20.2	-4.1	-1.9	0.648	-3.4	9.0	-2.0	-0.8
CCCn1c(=O)[nH]c(=O)c2c1nc(-c1ccccc1)n2CCN1CCOCC1	-9.0[20 µM]	-25.0	-9.1	-4.5	-0.338	-5.9	12.9	5.5	-0.5
Cc1ccc(OCCn2cc(/C=C(\C#N)C(=O)NCC3CCCO3)c3ccccc32)cc1 (stereo unspecified)	-9.4	7.1	19.9	-10.5	0.000705	-1.9	8.9	-8.2	-0.9
Cc1ccc[n+](CC(=O)Nc2cc(C(F)(F)F)ccc2Cl)c1	-16.2[20 µM]	5.0	1.1	-4.0	0.0556	-18.4	8.7	-2.5	0.7
Cc1cccc(N2CCN(C(=O)c3ccncc3)CC2)c1C	-18.1[20 µM]	15.0	-3.9	-2.9	-0.487	1.5	4.8	2.5	0.3
CCN1/C(=C/c2ccc3ccc(C)cc3[n+]2CC)Sc2ccccc21	-15.5	-7.2	-393.2	-7.3	i	3.6	20.3	18.1	0.7
CC1CCCN(C(=O)c2ccc(COc3ccccc3Br)cc2)C1 (stereo unspecified)	-5.5[20 µM]	23.1	1.2	-1.5	-0.297	5.0	17.7	5.5	-0.6
COc1nc(NCCC2=CCCCC2)nc(OC)n1	-23.4	12.1	-3.1	-5.0	-0.591	3.7	8.3	4.6	1.4
Cc1ccc(Cn2c(=O)n(Cc3ccco3)c(=O)c3ccccc32)cc1	-13.9	11.7	-1.5	3.9	-0.292	1.8	0.8	1.7	0.4
COc1ccc(CNC(N)=O)cc1OC	-17.5[20 µM]	-50.2	5.8	-9.9	-0.204	2.8	9.4	-3.9	0.5
Nc1cc(S(=O)(=O)Nc2ccc(Br)cc2)ccc1Cl	-8.9	15.2	18.8	-2.2	-1.45	-1.3	-3.3	-0.1	-0.3
COc1ccc(N=C2CCCN2CC(N)=O)cc1	-16.7	11.8	-6.9	-10.1	-0.276	4.3	14.3	6.8	1.1
CC(=O)Nc1ccccc1NS(=O)(=O)c1ccccc1[N+](=O)[O-]	-17.0	-19.0	-1.7	-4.0	1.12	-9.9	5.1	-4.5	-0.1
COc1ccc(C2CC(=O)C=C(NCCC(C)C)C2)cc1 (stereo unspecified)	-11.5[20 µM]	-26.6	3.1	0.7	0.141	2.4	11.5	7.6	0.0
CCCn1c(CCc2ccccc2)n[nH]c1=S	-25.1	-24.4	7.7	-3.6	nt	-5.9	3.9	-3.9	1.1
CCN(CC)S(=O)(=O)c1cccc(C(=O)Nc2nncs2)c1	-15.1	0.3	5.5	5.3	-0.307	2.7	12.9	9.8	0.8
COc1ccc(CCn2c(-c3cc([N+](=O)[O-])cc([N+](=O)[O-])c3)nc3nc4ccccc4nc32)cc1	-3.2	-3.5	-2.7	-17.1	0.249	-12.6	5.2	5.9	0.1

Some of these compounds in order of formula weight, falling:
compound	Furin inh	Calpain2 inh	Rad51 HR inh	hK5 inh	Cl transport mod	thrombin 1536	FXIIa inh 1536	FXIa inh 1536	PERK inhibitor
COc1ccc(CCn2c(-c3cc([N+](=O)[O-])cc([N+](=O)[O-])c3)nc3nc4ccccc4nc32)cc1	-3.2	-3.5	-2.7	-17.1	0.249	-12.6	5.2	5.9	0.1
COc1ccc(C2CC(=O)C=C(NCCC(C)C)C2)cc1 (stereo unspecified)	-11.5[20 µM]	-26.6	3.1	0.7	0.141	2.4	11.5	7.6	0.0
COc1nc(NCCC2=CCCCC2)nc(OC)n1	-23.4	12.1	-3.1	-5.0	-0.591	3.7	8.3	4.6	1.4

(cont.)
compound	Furin inh	Calpain2 inh	Rad51 HR inh	hK5 inh	Cl transport mod	thrombin 1536	FXIIa inh 1536	FXIa inh 1536	PERK inhibitor
O=C(NNc1c(Cl)cccc1Cl)c1cccs1	-14.7	25.3	16.2	-2.8	0.0842	1.6	6.1	0.0	0.3
O=C(CNC1CCCCCC1)c1cccs1	-13.5	11.0	nt	-18.8	0.758	-1.6	10.6	8.9	0.9
COC(=O)C1C(=O)/C(=C(/C)N2CCCC2)C(=O)CC1(C)C (stereo unspecified)	-18.2[20 µM]	-13.4	3.7	-9.7	1.07	-5.1	6.2	-14.4	0.4
CCOC(=O)c1c(OCCO)nn(-c2ccc(Cl)cc2)c1N	-30.5	-29.5	0.7	2.5	-0.000374	6.8	13.2	-1.5	0.3
COc1ccc(NC(=O)N2CCCC2C(=O)Nc2ccc(C)cc2)cc1 (stereo unspecified)	-16.4	-24.7	1.3	-10.7	0.198	-3.4	7.5	-5.1	-0.5
Cc1ccc(-c2cn(S(=O)(=O)c3cccc4nsnc34)nc2N)cc1	-18.3[20 µM]	2.8	-12.8	2.0	-0.815	-1.3	-12.8	-8.0	0.1
CCCNC(=O)c1cc2ccccc2c(=O)o1	-15.3	-18.6	-17.9	-1.9	1.95	-1.6	15.3	13.1	0.3
Cc1ccc2[nH]c(CCN(C)C)c(CC#N)c2c1	-18.8[20 µM]	7.1	7.2	-13.3	0.673	0.6	10.6	-7.5	-0.4
CC1=NN(c2nc3ccccc3[nH]2)C(=O)/C1=C/N(C)C	-27.6	-23.2	-3.8	-1.5	0.611	-13.3	9.4	-2.4	1.2
CCOC(=O)c1sc(NC(=O)CCN2CCN(CC)CC2)c(C(=O)OCC)c1C	-13.2	3.1	-0.8	-3.0	-0.326	-7.3	nt	-3.4	-0.8
Cc1ccc(NC(=O)CSc2nnc(-c3cccnc3)n2CCN2CCCCC2)cc1	-29.7	2.1	nt	-18.8	-0.0247	-2.5	3.7	0.9	-1.0
O=C(NCCc1ccccc1)N1CCCC(CNS(=O)(=O)Cc2ccccc2)C1 (stereo unspecified)	-15.9	16.0	nt	3.2	-0.0327	-4.5	5.8	1.3	-0.3
N#Cc1ccc(COC(=O)c2ccc(N3CCCC3)c([N+](=O)[O-])c2)cc1	-9.2	41.0	3.1	2.3	-0.784	-7.5	6.0	-2.3	-0.1
O=C(Nc1ccccc1)Nc1ccc(Oc2ncnc3cc(Cl)ccc23)nc1	-18.9	-10.6	10.6	1.9	-0.675	-4.5	1.2	0.0	0.2
Cc1ccc(NC(=O)c2sccc2-n2cccc2)c(C)c1	-9.1[20 µM]	3.4	-3.9	-4.4	0.147	6.1	23.3	9.6	-0.5
CC(=O)N(Cc1ccco1)Cc1cc2cccc(C)c2n2nnnc12	-23.9	0.0	-7.9	12.0	-1.48	2.0	14.3	-17.4	0.4
Cc1cc(C)n(-c2nc(N(C)C)nc(N(C)C)n2)n1	-17.4[20 µM]	22.7	3.8	-11.0	nt	-1.7	8.7	-0.7	0.3
COc1ccc(OC)c(NC(=O)C(CC(C)C)NC(=O)C2CCCCC2)c1 (stereo unspecified)	-20.6	1.5	6.5	-10.3	0.108	-2.0	11.7	2.3	-1.4
Cc1[nH]c2ccccc2c1CCNC(=O)c1c(N)no[n+]1[O-]	-3.4	6.5	-2.6	-6.7	-0.753	-3.5	-4.4	-1.0	0.7
O=C(c1cc2ccccc2oc1=O)N(Cc1cccs1)Cc1ccccc1Cl	-16.5[20 µM]	31.9	3.9	-6.8	0.0909	1.5	12.6	7.5	-0.2
